# Bioassay records: PubChem, Icahn School of Medicine at Mount Sinai
# RBX1-CUL1 inh – inhibitors of human ROC1-CUL1 ubiquitin ligase activity; E3 ubiquitin-protein ligase RBX1 (Homo sapiens) + Cullin-1 (Homo sapiens), P62877+Q13616; in vitro K48 di-Ub FRET, acceptor:donor ratio, 45 min; inhibition, % at 10 µM; hit rate 0.6% among 140,000; AID 1347404, 2020; in the data active = inhibition above about 25%
# Target sequence (P62877 whole entry, looked up): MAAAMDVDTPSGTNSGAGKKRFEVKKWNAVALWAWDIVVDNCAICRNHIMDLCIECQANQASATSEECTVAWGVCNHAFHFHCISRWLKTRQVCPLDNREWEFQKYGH
# Target sequence (Q13616 whole entry, looked up): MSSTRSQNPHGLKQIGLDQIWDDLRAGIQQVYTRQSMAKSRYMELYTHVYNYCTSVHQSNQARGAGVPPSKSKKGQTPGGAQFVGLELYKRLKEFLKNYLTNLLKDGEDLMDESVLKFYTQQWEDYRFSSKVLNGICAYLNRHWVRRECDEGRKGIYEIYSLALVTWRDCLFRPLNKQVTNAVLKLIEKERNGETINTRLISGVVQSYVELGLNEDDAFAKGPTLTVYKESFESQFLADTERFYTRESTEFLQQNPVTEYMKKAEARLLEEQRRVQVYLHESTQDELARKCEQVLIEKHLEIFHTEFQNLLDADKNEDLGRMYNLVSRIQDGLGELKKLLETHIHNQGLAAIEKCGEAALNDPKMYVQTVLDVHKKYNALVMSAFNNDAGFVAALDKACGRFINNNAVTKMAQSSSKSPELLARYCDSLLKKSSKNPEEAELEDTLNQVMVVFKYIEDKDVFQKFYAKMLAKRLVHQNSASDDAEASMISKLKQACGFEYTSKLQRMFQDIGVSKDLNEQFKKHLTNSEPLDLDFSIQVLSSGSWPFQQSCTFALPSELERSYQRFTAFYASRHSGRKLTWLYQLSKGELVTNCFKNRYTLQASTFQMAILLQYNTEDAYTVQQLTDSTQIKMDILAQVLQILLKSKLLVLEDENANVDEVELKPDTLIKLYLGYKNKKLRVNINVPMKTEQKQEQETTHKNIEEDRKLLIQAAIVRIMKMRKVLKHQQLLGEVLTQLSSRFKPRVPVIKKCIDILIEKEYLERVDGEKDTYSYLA
# The depositor's hits bear a star. This is a subset; the hit share may differ from the screen's.
canonical_smiles	RBX1-CUL1 inh
COc1ccc(-n2c(-c3ccccc3OC(=O)c3ccccc3)nc3ccccc3c2=O)cc1	-3.1
CCN(c1ccccc1)S(=O)(=O)c1c(C)nc2scc(C)n2c1=O	-6.1
C=C(C)C[C@]12CCC(=O)C=C1CCCC2=O	-5.9
CN(C)C1Cc2cc(Cl)ccc2Sc2ccccc21 (stereo not drawn)	1.4
COc1ccc(OC)c(S(=O)(=O)NCCC(=O)O)c1	-8.5
Cn1nnnc1SCCNCc1ccc(OCc2ccccc2Cl)cc1	-8.3
COc1ccc(CCNc2nncc(-c3ccccc3)n2)c(OC)c1	-9.4
O=C(O)CSc1nnc(-c2sc3ccccc3c2Cl)n1-c1ccccc1	-1.6
O=C(Nc1ccc2oc(-c3ccc4ccccc4c3)nc2c1)c1cc(Cl)ccc1Cl	7.0
O=C(Nc1ccc(OCCc2ccccc2)cc1)C1CC1	-5.8
CCCOc1ccc(S(=O)(=O)NCC2CCCO2)cc1C (stereo not drawn)	-9.8
CCOc1ccc(C(=O)Oc2c(Sc3ccccc3)c(C)nn2C(C)(C)C)cc1OCC	2.6
COc1cccc(CC(C2CCN(C(=O)Cc3ccccc3C)CC2)N(C)C(=O)c2cccnc2)c1 (stereo not drawn)	8.3
Clc1ccccc1CSc1nnc2c(n1)-c1cccc3cccc-2c13	3.2
CC(=O)NC(C)c1nc2ccccc2n1Cc1ccccc1Cl (stereo not drawn)	-6.8
CCc1ccc(NS(=O)(=O)c2ccc(NC(=O)N3CCCC3)cc2)cc1	-0.5
Cc1cccc(/C=C2\CCC(=C3SCCCS3)C2=O)c1	3.2
O=C(NC(=S)Nc1ccccc1Br)c1cccs1	-2.6
Cc1ccc(OC(C)C(=O)N2CCCCC2)cc1C (stereo not drawn)	4.2
Cc1noc2ncnc(N3CCN(c4ccccc4F)CC3)c12	-6.6
Cc1ccc(OCCCSc2ncccn2)cc1C	6.4
Cc1cn2c3c(=O)n(CCc4ccccc4)c(=O)n(C)c3nc2n1CCN(C)C	-1.2
O=S(=O)(c1ccccc1)n1nc(-c2ccc(Cl)cc2)nc1NCc1ccc(F)cc1	0.6
S=c1[nH]nc(CN2CCCCCCC2)n1-c1ccccc1	4.7
CCCCCC1=NN2C(=N)/C(=C\c3cc(C)n(-c4ccc(F)c(Cl)c4)c3C)C(=O)N=C2S1	7.3
O=C(Nc1cccnc1Cl)c1cc(-c2ccc(Cl)cc2)on1	3.8
CC(Cc1cccnc1)NC1CCN(c2ccc(CC(=O)NCCc3cccc(F)c3)cc2)CC1 (stereo not drawn)	-2.9
CC/C(=N\NC(=O)c1c[nH]c2ccccc12)c1cccs1	-3.9
COc1cc(OCc2cccc(C(=O)O)c2)ccc1C=C1C(=O)NC(=S)NC1=O	4.2
CCc1ccccc1NC(=O)c1cc2nc(-c3ccc4c(c3)OCO4)cc(C(F)(F)F)n2n1	-10.9
CCOc1ccc(CCNC(=O)c2ccc(-c3nc(COc4ccc(C)cc4)c(C)o3)cc2)cc1	8.4
CCOC(=O)N1CCN(C(=O)CC2(c3ccc(-c4ccccc4)cc3)CC(=O)N(C)C2=O)CC1 (stereo not drawn)	-4.5
Cc1ncsc1C(=O)N1CCC(C2CCN(c3ncccn3)CC2)C1 (stereo not drawn)	3.7
CC(C)c1ccc2occ(-c3nn[nH]n3)c(=O)c2c1	0.8
Cc1cccc(C)c1OCc1nnc(SCC(=O)N2CCN(c3ccccc3)CC2)n1C	3.4
Cc1cc(C)c2c(c1)C(O)CC(C)(C)O2 (stereo not drawn)	-3.7
CC(C)c1ccccc1NC(=O)CN(c1ccccc1)S(=O)(=O)N(C)C	-4.1
CCCOC(=O)c1ccc(NC(=O)c2csc3ccccc23)cc1	12.4
O=C(c1nc2nc3c(c(=O)n2[nH]1)CCC3)N1CCCCC1	-6.3
CCOc1ccc(C(=O)NCc2ccc(OC)cc2)cc1	1.5
Cc1ccc(CNc2nc3ccccc3n3cnnc23)cc1	4.1
COC(=O)CSc1nnc2n(-c3ccccc3)c(=O)c3c4c(sc3n12)CCC4	2.6
Cc1ccc(CN(C(=O)COc2ccc(Cl)cc2Cl)C2CCS(=O)(=O)C2)o1 (stereo not drawn)	-7.6
N#Cc1c(NC(=O)CS(=O)(=O)c2ccc(Cl)cc2)sc2c1CCCCC2	4.1
CCN(CC)CCNC(=O)c1cn(CC)c2ccc(S(=O)(=O)N3CCc4ccccc4C3)cc2c1=O	-3.4
NC(=O)c1c(Cl)ncc2c1N(Cc1ccccc1)CC2	6.7
Cc1nc(N2CCCC(NCCc3cccs3)CC2)nc2ccc(F)cc12 (stereo not drawn)	-1.8
COc1ccc(/C=C2/C(=O)NC(=S)N(c3ccccc3)C2=O)cc1C(=O)O	2.4
COc1ccc(-c2nnc(SCc3c(Cl)cccc3Cl)o2)cc1	-5.7
CN(Cc1ccccc1)C(=O)c1cc(CCc2ccccc2)no1	7.7
COc1cccc(-n2c(SCC(=O)N3CCCc4ccccc43)nc3c([nH]c4ccccc43)c2=O)c1	4.6
CCCOC(=O)c1c(NC(=O)C(F)(F)F)sc2c1CCCC2	-2.8
Cc1cccc(C)c1NC(=O)c1cc2c(=O)n3cccc(C)c3nc2n1C	5.1
C=CCn1c(=O)c2c(nc3n2CC(C)=NN3CCC(C)C)n(C)c1=O	-1.1
Cc1ncc2c(c1CNC(=O)c1ccccc1F)CCN(C(=O)Cc1ccc(F)c(F)c1)C2	-6.3
COc1ccc(C(=O)N2N=C(C)CC2(O)C(F)(F)F)cc1COc1ccc(Cl)c(C)c1 (stereo not drawn)	7.8
C=CCSc1nc2sc3c(c2c(=O)n1CC)CC(C)(C)OC3	13.3
CCOC(=O)c1oc2c(c1C)-c1nn(Cc3c(F)cccc3Cl)cc1CC2	-0.7
CCCNC(=O)c1ccc2c(c1)N=C(CCC)c1ccccc1S2	-2.0
Cn1c(SCc2n[nH]c(=S)o2)nnc1-c1ccccc1	1.3

# Next structures
canonical_smiles	RBX1-CUL1 inh
COc1ccc2c(c1)C(=O)N(Cc1ccccc1)C(=O)C2C=Nc1ccc(C)cc1 (stereo not drawn)	3.1
CCCc1nn2c(=O)cc(COC(=O)c3cccc(NC(=O)c4cccs4)c3)nc2s1	-0.5
CCCN(C(=O)Cc1nc(-c2ccc(OC)cc2)no1)c1ccccc1C	-13.4
Oc1ccccc1C1=NCCN=C(C(F)(F)F)C1	-0.8
CCOC(=O)c1cc(S(=O)(=O)N2CCN(c3ccc(C(C)=O)cc3)CC2)[nH]n1	4.6
N#Cc1c(NC(=O)CN2CCCCC2)sc2c1CCCC2	-4.7
CCOC(=O)C1C(C)=Nc2ncnn2C1c1cccc(Br)c1 (stereo not drawn)	4.8
Cc1oncc1C(=O)Nc1cccc(C#N)c1	9.2
CCCOc1ccc(NC(=O)CC2C(=O)N(c3ccc(OC)cc3)C(=O)N2CCc2ccncc2)cc1 (stereo not drawn)	8.5
CCOc1ccccc1C1C(C(=O)Nc2ccc(F)cc2)C(C)=Nc2ncnn21 (stereo not drawn)	0.2
CN(C)c1nc(NCc2ccccc2)nc(Nc2ccc(OC(F)(F)Cl)cc2)n1	-2.0
Cc1nc2ccccc2c(=O)n1/N=C/c1ccsc1	3.1
CCn1cc(C(=O)N2CCN(c3ccccc3)CC2)c(=O)c2cc(S(=O)(=O)N(C)C)ccc21	-7.2
CCOc1ccc(Nc2nc(Cl)nc(N3CCN(c4ccc(OC)cc4)CC3)n2)cc1	-6.0
COc1ccc(CNS(=O)(=O)Cc2ccccc2Cl)cc1	-3.1
CC1=CC=CC2=NC(C(F)(F)F)(C(F)(F)F)N=C(c3ccccc3Cl)N12	2.8
Cc1nn(C)cc1C(=O)n1cccn1	-2.4
CCOC(=O)N1CC(C)N(C(=O)OCC)CC1C (stereo not drawn)	-6.4
COc1ccccc1-c1c(C(F)(F)F)oc2cc(O)ccc2c1=O	5.9
CCOc1cccc(NC(=O)NC2CCCCC2)c1	0.0

# Four entries from above, with each value named.
SMILES: Cc1nc2ccccc2c(=O)n1/N=C/c1ccsc1
  RBX1-CUL1 inh: 3.1
SMILES: CCn1cc(C(=O)N2CCN(c3ccccc3)CC2)c(=O)c2cc(S(=O)(=O)N(C)C)ccc21
  RBX1-CUL1 inh: -7.2
SMILES: CCOc1ccc(Nc2nc(Cl)nc(N3CCN(c4ccc(OC)cc4)CC3)n2)cc1
  RBX1-CUL1 inh: -6.0
SMILES: COc1ccc(CNS(=O)(=O)Cc2ccccc2Cl)cc1
  RBX1-CUL1 inh: -3.1

# The list continues:
canonical_smiles	RBX1-CUL1 inh
COc1ccc(-c2noc(-c3ccc(N4CCN(C)CC4)c([N+](=O)[O-])c3)n2)cc1OC	3.9
COc1ccc(OC)c(N=c2ssc3c2-c2cc(OC)ccc2NC3(C)C)c1	6.5
CC12CCC(C(=O)Nc3cccc(Cl)c3)(C(Br)C1=O)C2(C)C (stereo not drawn)	3.5
Cc1cccc(N2CCN(S(=O)(=O)c3cc(Cl)ccc3Cl)CC2)c1C	4.3
Cc1cc2[nH]c3c4ccccc4nc(C)c3c2cc1C	-6.6
CCOc1ccc(CNC(=O)c2ccccc2NC(=O)c2nsc3ccccc23)cc1	5.2
CCOC(=O)Cn1c(=O)n(CC2CCCO2)c2nc(-c3ccccc3F)nc(C(N)=O)c21 (stereo not drawn)	-2.2
N=c1c(-c2nc3ccccc3[nH]2)cc(C(=O)c2cccs2)nn1-c1ccc(Cl)cc1	-7.4
Cc1ccccc1CN1CCOc2ccc(CN3CCC(Oc4cccnc4)CC3)cc2C1	12.5
CCN(CC)C(=O)CSc1nc(-c2ccccc2F)nc2c1Cc1c(CO)cnc(C)c1O2	-3.0
CSc1ccc(CNC(=O)C2CCCN(C3CCN(C(C)C)CC3)C2)cc1 (stereo not drawn)	4.4
CC(=O)C1C(c2sccc2C)NC(=O)NC1(O)C(F)(F)F (stereo not drawn)	9.8
C/C(=N\Nc1nc(-c2ccc(O)cc2)cs1)c1cccc(N)c1	5.4
Cc1ccc(OCC(=O)N/N=C/c2coc3ccc(Br)cc3c2=O)c(-c2ccno2)c1	-6.3
CCCOC(=O)c1c(NC(=O)/C=C/C(=O)O)sc(C)c1-c1ccc(F)cc1	-3.1
CCCNC(=O)c1ccc2c(c1)nc1n2CCCCC1	-0.7
COc1ccc2c(C)cc(=O)oc2c1OC	3.4
CC(=O)c1cccc(NS(=O)(=O)c2cc(-c3cnc(C4CC4)o3)ccc2C)c1	-0.4
COc1ccc(N2C(=O)C(Cc3ccc(OCC(=O)O)c(OC)c3)=NC2=S)cc1	6.6
Cc1cc(NCc2cccc([N+](=O)[O-])c2)ccc1Br	-5.3
O=C(CN1C(=O)CCSc2ccccc21)Nc1ccc(C(F)(F)F)cc1	-1.7
CC(Sc1nc(-c2ccccc2)cc(C(F)(F)F)n1)C(=O)Nc1ccc(Cl)cc1Cl (stereo not drawn)	6.2
CC(=O)/C(=C/c1ccc(N(C)C)cc1)C(=O)c1ccccc1	-9.0
COc1ccc(OC)c(NC(=O)CN(C)C)c1	-2.5
N#CC(C=O)c1nc2ccccc2[nH]1 (stereo not drawn)	4.6
CCCN1CCC(NC(=O)C(C)Oc2ccc(F)cc2Cl)CC1 (stereo not drawn)	-4.5
Cc1cccc(-c2nc(CSCC(=O)N3CCN(c4ccccc4)CC3)c(C)o2)c1	-0.1
CN(C(=S)Nc1ccccc1)c1ccccc1	1.2
CCC1C=C(c2ccccc2)C=CN=C1N(CC)CC (stereo not drawn)	-6.0
CCc1cccc(CC)c1NC(=O)C(CC)n1nc(C)n2c(cc3cc(C)ccc32)c1=O (stereo not drawn)	-8.9
CCc1ccc2ncc3c(-c4ccc(C)cc4)nn(CC(=O)NCc4ccccc4)c3c2c1	9.2
COc1ccc(C2C(C)C(NCCCN3CCN(c4cc(Cl)ccc4C)CC3)NS2(=O)=O)cc1 (stereo not drawn)	4.0
CSC1=N/C(=C\C=C\c2cccs2)C(=O)S1	-4.7
c1ccc(C(OC2CCSCC2)c2ccccc2)cc1	-1.0
CCOc1ccc(C(=O)/C=C/c2ccc(C(=O)OC)cc2)cc1	1.5
Nc1ccccc1-c1ccccc1OCc1ccccc1	-3.5
CN1CCN(CCCNC(=O)c2cnn(-c3ccccc3)c2C2CCN(C(=O)OC(C)(C)C)CC2)CC1	-5.8
Cc1nc2sc3c(=O)n(-c4cccc5ccccc45)nnc3c2c(C)c1Cl	4.4
c1ccc(N=c2scc(-c3ccccc3)s2)cc1	1.7
O=C(c1sccc1Cl)N1CCOc2ccc(CN3CCN(c4ncccn4)CC3)cc2C1	-3.9
COc1ccc(NC(=O)COCc2cc(-c3ccco3)on2)cc1	-6.1
COC(=O)c1c(NC(=O)COc2ccc(OC)cc2)sc2c1CCC2	-2.6
C[C@@H]1CN(Cc2c(C(=O)N3CCN(C4CCCCC4)CC3)nc3ccccn23)C[C@H](C)O1	2.5
CCCOc1ccc(CNC(=O)CCCn2nc(C)c3sc4ccccc4c3c2=O)cc1	-2.2
CCCCCCCC[n+]1cccc(C(=O)N2C3C(=O)NC(NC(=O)C(C)C)=NC3=NC(C)C2C)c1 (stereo not drawn)	-3.2
O=C(Nc1cccnc1Cl)c1ccc(Br)o1	-1.9
COc1ccc(-c2nc3ccccc3s2)cc1NC(C)=O	8.6
CC(C)c1ccc(NC(=O)C2CCCN(S(=O)(=O)c3cccc4cccnc34)C2)cc1 (stereo not drawn)	-10.5
COc1ccccc1N1CCN(c2nc3ccccc3n3cnnc23)CC1	3.7
COc1ccc(-c2ccc(CCC(=O)O)cc2)cc1	1.7
O=C1CC(Cc2ccccc2)C(=O)N1c1ccc(Cl)c(Cl)c1 (stereo not drawn)	1.2
Cc1cc(=O)[nH]c2nnc(SCc3ccc(Cl)c(Cl)c3)n12	-3.5
